Bioassay records as filed in PubChem.
Cneo AK release – causes C. neoformans cell lysis | adenylate kinase release luminescence, 4 h; normalised: neutral wells 0, clomiphene wells 100 | lysis activity, % at 15 µM | hit rate 0.2% among 360,000 | AID 651654;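 active means mean lysis activity across replicates of at least 80%, whatever share of replicates individually reach that level; inactive means mean lysis activity below 80%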
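Assay system: Cryptococcus neoformans yeast cells / Dosing: single-point compound dose / Timing: 4 h at 37 °C static, read 1 h later / Measured by: luminescence of released adenylate kinase using an AK detection reagent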
PglD DTNB – blocks C. jejuni PglD acetyltransferase activity; AID 602405; hit rate 0.098% among 360,000; inhibition, % at 12.5 µM; purified PglD enzyme, DTNB colorimetric CoA detection; in the data active means inhibition above about 16%, passing the limit was not always enough; inconclusive means no clear call, values can overlap the other calls; further: strong numbers were not always called active
C2C12 statin – suppression of simvastatin myotoxicity. C2C12 myotubes + simvastatin, ATP luminescence, 48 h; scaled: DMSO 0, geranylgeraniol control 100. rescue of ATP level, % at 7.49 µM. hit rate 0.78% among 330,000. AID 602340;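 active means mean ATP rescue above about 67%, or every replicate alone reaching that limit, limit read from the data, passing the limit was not always enough; inconclusive means no clear call, values can overlap the other calls; inactive means mean under the limit and some replicate under it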;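 further: myotubes were challenged with 10 µM simvastatin during compound exposure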
F508del corr – CFTR F508del correction in bronchial cells; CFBE cells, YFP halide quenching; stimulated with forskolin plus potentiator P3; % fluorescence drop versus neutral controls; activity (quench increase), % at 7.58 µM; AID 720511; hit rate 0.36% among 350,000;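 active means mean added fluorescence quench of at least 8% versus neutral control, with both replicates also reaching 8%; inconclusive means only one of the mean or replicate conditions met; inactive means mean below 8% and not both replicates reaching 8%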;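 further: cells transiently co-express mutant CFTR-F508del with the halide-sensitive YFP; corrector assay measuring rescue of mutant channel to the surface after 24 h compound exposure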
FN deposition inh – fibronectin deposition inhibition. AH1F fibroblasts, Alexa488-fibronectin deposition fluorescence, overnight. inhibition, % at 12.6 µM. hit rate 0.086% among 350,000;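 active means mean inhibition across replicates of 30% or more, regardless of how many single replicates reach that level; inconclusive means mean under 30% yet at least half of replicates reach 30%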;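 further: positive control wells lacked labelled fibronectin entirely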
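Schedule: 1 h cell adhesion before compound, then overnight fibronectin incubation; test system: AH1F fibroblast monolayer depositing Alexa488-labelled fibronectin into matrix; quantity: 10000 AH1F cells per well; probe or stimulus: fluorescent fibronectin at 24 nM final; signal: fluorescence, ex 485 nm, em 525 nm; evaluation: percent inhibition as loss of matrix-bound fibronectin fluorescence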
miR122 inh – miR-122 inhibition in Huh7 cells; hit rate 0.3% among 340,000; Huh7 miR-122 Renilla luciferase sensor, 48 h; neutral wells = 0, positive control = 100; activation (reporter increase), % at 12.5 µM; AID 602342;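 active means mean replicate activation score at least 90 and every replicate individually at or above 90; inconclusive means only one of the two criteria met; inactive means neither criterion met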;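 further: higher luciferase means less miR-122 activity so hits act as miR-122 inhibitors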
INS-1E GSIS act – GLuc luminescence reporter in INS-1E cells, primary screen for activators of glucose-dependent secretion of insulin | hit rate 0.61% among 370,000 | activation, % at 16.6 µM | INS-1E GLuc reporter insulin secretion, 2-3 h;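 active means lowest replicate activation of at least 40%, so every replicate reaches that level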;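 further: 0% = median of neutral control wells and 100% = median of IBMX positive control wells; some compounds called inactive have numbers as strong as hits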
PGC1a acetyl inh – lowers PGC1a acetylation signal in U2OS cells | AlphaScreen anti-acetyl-lysine; with virally co-expressed GCN5 acetyltransferase | inhibition, % at 15.6 µM | hit rate 0.17% among 350,000 | AID 651687;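 active means every replicate shows inhibition of at least 40%; inconclusive means mean inhibition at least 40% but some replicate below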;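 further: 0% = neutral control wells and 100% = positive control wells; some results beyond the cut were filed as inactive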
The depositor's hits bear a star; ? = inconclusive; nt = no result given; [ ] = remark or other dose. Outcome played no part in choosing rows, and some 2.1% of all compounds hit somewhere here.

SMILES	Cneo AK release	PglD DTNB	C2C12 statin	F508del corr	FN deposition inh	miR122 inh	INS-1E GSIS act	PGC1a acetyl inh
COc1ccc(C)cc1NC(=O)CSc1nnc(CC(=O)Nc2cccc(C(F)(F)F)c2)n1C	-5	-1	2	nt	14	2	4	-6
Cc1nn(C)c(C(=O)N/N=C/c2ccc(Br)cc2)c1Cl	nt	nt	14	-2.3	-1	-2	10	1
O=C(C1CCOCC1)N1CC(=O)N2[C@H](CO)[C@@H](c3ccc(C#CC4CCCCC4)cc3)[C@H]2C1	nt	nt	nt	-2.2	-13	nt	-9	-1
CC1CCCC(NC(=O)Cn2cc(Br)ccc2=O)C1C (stereo unspecified)	-1	4	-5	-0.6	-2	nt	5	8
COc1ccc(C(C(=O)NC2CCCCC2)N(C(=O)c2ccccn2)c2cccnc2)cc1 (stereo unspecified)	nt	nt	nt	-0.1	-8	0	-2	13
C[C@H]1CN([C@@H](C)CO)S(=O)(=O)c2ccc(C3=CCCCC3)cc2O[C@H]1CN(C)C(=O)Cc1cccnc1	1	14	14	0.0	nt	2[16.7 µM]	-6	-11
CCOC(=O)/C(=C\C=C1/Sc2cc(OCC)c(OCC)cc2N1CC)C(C)=O	-1	0	nt	nt	-9	3	-10	nt
O=C(Nc1ccccc1)N1CC(=O)N2[C@H](CO)[C@H](c3ccc(C#CC4CC4)cc3)[C@@H]2C1	nt	nt	nt	0.7	-10	nt	-5	5
COc1ccccc1CNC(=O)C1CCCN(S(=O)(=O)c2cccc3nsnc23)C1 (stereo unspecified)	0	-6	6	3.2	6	0	9	nt
C(=N\N1CCN(C2c3ccccc3-c3ccccc32)CC1)/c1cccs1	8	-11	-11	nt	nt	-2	nt	38
Cc1ccc(S(=O)(=O)Nc2ccc3c(c2)CC(=O)N([C@H](C)CO)C[C@H](C)[C@@H](CN(C)Cc2ccc(Cl)c(Cl)c2)O3)cc1	3	-3	145*	6.8	-4	-9[16.7 µM]	-3	-6
N#Cc1ccccc1OCC(=O)NCC(c1ccc(F)cc1)N1CCOCC1 (stereo unspecified)	0	-3	4	0.8	16	-8	nt	8
CCOC(=O)Cc1nc2ccccc2n(CC#N)c1=O	-2	-7	0	0.9	4	5	10	nt
COc1ccc(-c2ccc3oc(-c4ccc(OC)cc4)c(-c4cc(OC)c(OC)c(OC)c4)c3c2)cc1	26	-3	-5	0.0	12	3	-10	-5
Cc1ccccc1-c1cnc2c(c1)C(=O)N([C@H](C)CO)C[C@@H](C)[C@H](CN(C)C(=O)CC1CC1)O2	2	4	-1	2.0	2	25[16.7 µM]	-17	4
CCOC(=O)C1=C(C)N=c2s/c(=C\C(=O)OC)c(=O)n2C1c1ccc(OC)cc1 (stereo unspecified)	1	10	nt	nt	nt	-5	nt	-4
COC(=O)C(C)(C)c1cccnc1C#N	0	-2	6	-2.2	2	1	-3	nt
Cc1cccc(CNc2ncnc3ccc(-c4ccoc4)cc23)c1	1	0	56	0.0	4	7	nt	30
COc1ccc(-n2c(SCC(=O)N3CCOCC3)nc(O)c(Cc3ccccc3)c2=O)cc1	4	-2	4	nt	nt	nt	2	nt
COc1cccc(NC(=O)CN(C)S(=O)(=O)c2ccc3[nH]c(=O)oc3c2)c1	-2	11	5	1.3	-2	40	10	-4

Among those listed so far, these have a cyano group.
SMILES	Cneo AK release	PglD DTNB	C2C12 statin	F508del corr	FN deposition inh	miR122 inh	INS-1E GSIS act	PGC1a acetyl inh
N#Cc1ccccc1OCC(=O)NCC(c1ccc(F)cc1)N1CCOCC1 (stereo unspecified)	0	-3	4	0.8	16	-8	nt	8
CCOC(=O)Cc1nc2ccccc2n(CC#N)c1=O	-2	-7	0	0.9	4	5	10	nt
COC(=O)C(C)(C)c1cccnc1C#N	0	-2	6	-2.2	2	1	-3	nt

Next section
SMILES	Cneo AK release	PglD DTNB	C2C12 statin	F508del corr	FN deposition inh	miR122 inh	INS-1E GSIS act	PGC1a acetyl inh
Cc1ccc(S(=O)(=O)N(C)C[C@@H]2OCCCC[C@@H](C)Oc3ccc(NS(=O)(=O)c4c(C)noc4C)cc3C(=O)N([C@H](C)CO)C[C@H]2C)cc1	10	-1	nt	1.5	-22	-11[16.7 µM]	-19	-12
COc1ccc(OC)c(C(=O)NC(CC(N)=O)c2ccc(NCCN3CCCC3)c([N+](=O)[O-])c2)c1 (stereo unspecified)	2	5	2	-1.5	0	-8	16	9
Nc1cccnc1S(=O)(=O)c1ccccc1	4	1	4	-0.1	5	-3	3	3
COc1ccc(-c2ccc([C@@H]3[C@@H](C#N)N(C(=O)C4CC4)[C@H]3CO)cc2)cc1	41	6	-6	0.5	1	nt	6	4
COC(=O)c1ccc(/C=C/C(=O)OCC(=O)Nc2ncc(Cl)cc2Cl)cc1	0	0	10	-2.6	-8	nt	nt	-7
OC[C@@H]1CN(Cc2ccccc2)C[C@H](n2cnc3c(NC4CC4)ncnc32)O1	1	3	9	1.7	9	4	41	26
COc1cc(-c2nnc(NC(=O)C3=COCCO3)o2)cc(OC)c1OC	1	8	4	-1.4	-1	nt	11	nt
CC(Sc1nnnn1-c1ccc(O)cc1)C(=O)NC1CCCCC1C (stereo unspecified)	1	5	14	-6.8	2	-7	-5	nt
CCCNC(=O)c1ccc2c(=O)c(O)c(C)[nH]c2c1	-2	4	8	-0.9	17	-2	10	2
CCN(CC(=O)Nc1c(F)cccc1F)C(=O)c1ccc(Cl)c(S(=O)(=O)N2CCCC2)c1	0	2	9	4.7	-2	5	-4	-8

A second format for 2 compounds above.
Nc1cccnc1S(=O)(=O)c1ccccc1
  Cneo AK release: 4
  PglD DTNB: 1
  C2C12 statin: 4
  F508del corr: -0.1
  FN deposition inh: 5
  miR122 inh: -3
  INS-1E GSIS act: 3
  PGC1a acetyl inh: 3
COc1ccc(-c2ccc([C@@H]3[C@@H](C#N)N(C(=O)C4CC4)[C@H]3CO)cc2)cc1
  Cneo AK release: 41
  PglD DTNB: 6
  C2C12 statin: -6
  F508del corr: 0.5
  FN deposition inh: 1
  miR122 inh: nt
  INS-1E GSIS act: 6
  PGC1a acetyl inh: 4

Next part
SMILES	Cneo AK release	PglD DTNB	C2C12 statin	F508del corr	FN deposition inh	miR122 inh	INS-1E GSIS act	PGC1a acetyl inh
COc1c(C)cc(C(=O)C2CCCN(C(=O)c3cc(C)n(C)n3)C2)cc1C (stereo unspecified)	-5	0	2	0.3	-25	2	-8	-5
COc1ccc(C2C(C#N)=C(N)OC(C(C)(C)C)=C2C#N)cc1OC (stereo unspecified)	6	3	4	nt	nt	4	nt	0
COc1ccc(NS(=O)(=O)c2cc(OC)ccc2OC)cc1	-3	6	3	-1.5	-1	?	10	-3
N#C[C@@H]1[C@H](c2ccccc2)[C@H](CO)N1S(=O)(=O)c1ccc(F)cc1	-1	-1	-25	0.4	0	nt	0	-1
Cc1noc(C)c1NC(=O)Nc1ccc2c(c1)C(=O)N([C@@H](C)CO)C[C@@H](C)[C@H](CN(C)Cc1ccc(C(=O)O)cc1)O2	0	-3	-29	1.5	nt	-1[16.7 µM]	9	-4
COc1ccc(-n2c(=S)[nH]c3cc(C(=O)NCCCN4CCOCC4)ccc3c2=O)cc1OC	0	3	23	-0.7	0	-3	10	nt
Cc1noc(C)c1NC(=O)Nc1cccc2c1O[C@H](CN(C)C)[C@H](C)CN([C@@H](C)CO)C2=O	-1	-1	7	-1.6	nt	1[16.7 µM]	16	1
CCC(=O)Nc1ccc2c(c1)C(=O)N(C)C[C@H](OC)[C@@H](C)CN(C(C)=O)[C@@H](C)CO2	0	4	2	nt	-10	0[16.7 µM]	14	nt
CC(C)[C@H](NC(=O)N1CCn2c1nc1ccccc12)C(=O)N1CCCCC1	nt	nt	7	-2.0	7	-1	1	-15
CCOC(=O)C1(Cc2ccccc2C(F)(F)F)CCN(C2CCCC2)CC1	-1	-2	11	-3.0	2	0	-4	17

The last three records of the section before come first, to join the parts.
SMILES	Cneo AK release	PglD DTNB	C2C12 statin	F508del corr	FN deposition inh	miR122 inh	INS-1E GSIS act	PGC1a acetyl inh
CCC(=O)Nc1ccc2c(c1)C(=O)N(C)C[C@H](OC)[C@@H](C)CN(C(C)=O)[C@@H](C)CO2	0	4	2	nt	-10	0[16.7 µM]	14	nt
CC(C)[C@H](NC(=O)N1CCn2c1nc1ccccc12)C(=O)N1CCCCC1	nt	nt	7	-2.0	7	-1	1	-15
CCOC(=O)C1(Cc2ccccc2C(F)(F)F)CCN(C2CCCC2)CC1	-1	-2	11	-3.0	2	0	-4	17
O=C(Nc1nc2c(s1)CCc1ccccc1-2)c1ccco1	-6	-2	4	nt	nt	98*	nt	-18
CCCCCn1nc(C)c(/C=N\NC(=O)c2cc(C)oc2C)c1C	-2	-6	-31	nt	nt	nt	0	-3
Cc1cc(-n2cnnn2)cc(C)c1S(=O)(=O)NCCOc1ccccc1	0	-6	3	1.5	-1	-7	11	nt
CCCN(C)C[C@H]1OCCCC[C@@H](C)Oc2ccc(NS(=O)(=O)c3ccc(C)cc3)cc2C(=O)N([C@H](C)CO)C[C@H]1C	1	-2	nt	-1.9	nt	-9[16.7 µM]	-7	-16
Cc1ccc(S(=O)(=O)N2CCN(C(=O)COC(=O)CNC(=O)c3ccc(C(C)(C)C)cc3)CC2)c(C)c1	-3	5	5	0.9	-2	-5	-53	-1
COc1ccc(C(=O)N2CCCC(N3CCN(c4ccccc4F)CC3)C2)c(OC)n1 (stereo unspecified)	1	0	-1	-0.9	-8	-8	-1	-5
CCOC(=O)NN1C(=O)c2ccccc2NC1c1cccs1 (stereo unspecified)	-1	3	0	-2.4	-3	1	0	-30
O=C(CCS(=O)(=O)c1ccc(Br)cc1)NCc1ccco1	-1	-1	5	2.3	-2	-4	15	nt
COC(=O)c1cccc(C23CC4(C2)[C@H](CN(Cc2ccc(-c5ccccc5)cc2)[C@@H]4c2ccccc2)C3c2ccccc2)c1 (stereo partly specified)	0	-1	8	-6.4	8	2	5	-5
CC(=O)N1N=C(c2ccc(Cl)cc2)OC1c1ccc(C(C)C)cc1 (stereo unspecified)	0	1	nt	nt	-10	-1	nt	nt
O=C(O)c1cccc(Nc2c3ccccc3nc3ccccc23)c1	5	-5	-2	2.3	5	2	1	-2
COC(=O)c1cc(-c2ccc(Br)cc2)c2c(=O)[nH]c(=O)n(C)c2n1	-1	-4	1	-4.6	2	15	0	-3
Cc1nc(SCC(N)=O)[nH]c(=O)c1Cc1ccc(OC(C)C)cc1	3	5	nt	nt	nt	2	nt	4
